D2 antagonist = antagonists of human D2 dopamine receptor; HEK293 TREx D2 cells, calcium flux, dopamine EC80; AID 485344; 340,000 compounds, 2% hits; inhibition, % at 10 µM; in the data active = inhibition above about 30%; also: 0% is about no effect
Target sequence (P14416 whole entry, looked up): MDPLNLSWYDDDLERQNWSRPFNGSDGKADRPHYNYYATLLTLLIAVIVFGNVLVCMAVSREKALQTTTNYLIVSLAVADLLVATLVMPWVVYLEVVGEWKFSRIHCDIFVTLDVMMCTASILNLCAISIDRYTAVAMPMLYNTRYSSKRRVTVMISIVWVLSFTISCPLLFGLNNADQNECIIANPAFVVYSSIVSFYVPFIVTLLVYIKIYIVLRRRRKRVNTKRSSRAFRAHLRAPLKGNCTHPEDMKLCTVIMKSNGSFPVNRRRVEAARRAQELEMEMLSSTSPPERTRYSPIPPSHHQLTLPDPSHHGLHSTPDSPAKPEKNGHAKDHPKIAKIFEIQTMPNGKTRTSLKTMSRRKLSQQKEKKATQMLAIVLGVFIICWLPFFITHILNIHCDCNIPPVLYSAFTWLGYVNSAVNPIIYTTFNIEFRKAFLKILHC
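HEK293 T-REx D2 cells, tet-induced, calcium dye no-wash. Cpd pintool add, 180 s kinetic, then EC80 DA, 180 s kinetic. Ca flux read.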
D2 agonist = agonists of human D2 dopamine receptor; activation, % at 2 µM; HEK293 T-REx D2 cells, calcium flux agonist mode; 340,000 compounds, 0.53% hits;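 active = activation over 3 SD above normal in the single-dose calcium agonist read, cut at about 30% in these data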; also: 0% is about no effect
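Tetracycline-induced HEK293 Trex cells with D2 receptor force-coupled to calcium signaling, plated overnight at 30 C and loaded with no-wash calcium dye. Calcium flux read kinetically for 180 s after compound addition; responses flag agonists.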
RXFP1 antagonist = RXFP1 (human) relaxin receptor antagonism. Q9HBX9. HEK293-RXFP1, relaxin-stimulated cAMP HTRF, 30 min; active compounds read low. activity change, negative = inhibition, % at 57.5 µM. 350,000 compounds, 0.59% hits. AID 1259400;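 active = activity change of -60% or lower, but not beyond a set lower limit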; also: % is scaled to controls: 0 for no effect and ±100 for the full control effect
TRHR ag = activates the human TRH receptor. P34981. TRHR cells, calcium flux fluo-8, FDSS agonist mode. activation, % at 2 µM. 360,000 compounds, 0.18% hits; also: 0% is about no effect
Target sequence (P34981 whole entry, looked up): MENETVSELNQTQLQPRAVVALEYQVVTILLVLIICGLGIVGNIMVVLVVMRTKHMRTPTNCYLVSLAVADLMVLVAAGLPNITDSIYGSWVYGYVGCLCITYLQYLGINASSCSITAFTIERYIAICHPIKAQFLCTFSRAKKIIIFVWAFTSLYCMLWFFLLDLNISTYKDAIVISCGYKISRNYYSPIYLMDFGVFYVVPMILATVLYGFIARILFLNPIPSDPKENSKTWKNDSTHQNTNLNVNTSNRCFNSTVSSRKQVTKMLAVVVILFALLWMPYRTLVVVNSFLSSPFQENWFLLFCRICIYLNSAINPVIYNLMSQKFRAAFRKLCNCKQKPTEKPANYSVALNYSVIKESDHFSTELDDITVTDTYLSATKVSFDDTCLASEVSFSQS
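Agonist-mode FDSS calcium read (Ex 480/Em 530, 1 s cycles) in 1536-well TRHR cells with fluo-8 dye, after 10-cycle baseline and 23 nL compound addition; TRH at EC20 (10 nM final) added afterwards for the enhancer phase.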
TRHR PAM = allosteric enhancers of human TRH receptor | P34981 | TRHR cells, fluo-8 calcium fluorescence, EC20 TRH enhancement | enhancement, % at 2 µM | 360,000 compounds, 0.66% hits | AID 493056; in the data active = enhancement above about 30%; also: 0% is about no effect
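TRHR-expressing cells loaded with fluo-8 calcium dye were read kinetically (ex 480/em 530) during compound addition, then stimulated with an EC20 of TRH (10 nM final). Enhancement of the Gq-mediated intracellular calcium response was scored.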
D1 agonist = human D1 receptor agonism; P21728; HEK293 T-REx D1 cells, calcium flux, agonist mode; activation, % at 2 µM; 360,000 compounds, 1% hits; also: 0% is about no effect
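Inducible HEK293 T-REx D1 cells, force-coupled to calcium signalling, were plated at 4000 cells/well with tetracycline and held overnight at 30 C. After no-wash calcium dye loading, compound-evoked calcium rise over 180 s flagged agonists.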
D1 potentiator = enhances dopamine response at the human D1 receptor | potentiation, % at 10 µM | HEK293 TREx D1 cells, calcium flux, dopamine EC20 potentiation | AID 504651 | P21728 | 360,000 compounds, 0.036% hits; in the data active = potentiation above about 30%; also: 0% is about no effect
D1 antag = antagonists of human D1 dopamine receptor. 360,000 compounds, 3.2% hits. AID 504652. P21728. activity change, negative = inhibition, % at 10 µM. HEK293 TREx D1 cells, calcium flux, dopamine EC80; active compounds read low; in the data active = activity change below about -30%; also: % is scaled to controls: 0 for no effect and ±100 for the full control effect
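Tetracycline-induced HEK293 Trex D1 cells, force-coupled to calcium, dye-loaded; compounds added and read 180 s, then EC80 dopamine added and calcium flux tracked kinetically another 180 s.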
D2 PAM = D2 dopamine receptor (human) potentiation | P14416 | potentiation, % at 10 µM | HEK293 T-REx D2, calcium flux, EC20 dopamine potentiation | 340,000 compounds, 0.34% hits | AID 485347;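 active = potentiation over 3 SD above the plate norm, cut at about 30% in these data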; also: 0% is about no effect
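Potentiation of an EC20 dopamine calcium response measured kinetically over 180 s, after a preceding 180 s compound-only read flagging agonists. Cells: inducible Hek293 Trex D2 line, 4000/well, cultured overnight at 30 C before dye loading.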
* marks the source's active call; other numbers are inactive results; / = no result given; & = joins results of further samples. Rule as the data show it, unless noted: active = activation above about 30%; inactive = the rest.

SMILES	D2 antagonist	D2 agonist	RXFP1 antagonist	TRHR ag	TRHR PAM	D1 agonist	D1 potentiator	D1 antag	D2 PAM
CCOc1cc(N2CCOCC2)c(OCC)cc1NC(=O)c1ccc(NC(C)=O)cc1	-5	3.8	1	-0.3	-2	3	-7	6	-3
NC(=O)C(=O)N/N=C/c1c(F)c(F)c(F)c(F)c1F	27	-0.1	-3	-0.5	-5	-2	3	36	12
COc1cc(Cl)c(C)cc1Nc1ncccn1	-3	12	2	-0.5	3	2	-6	4	-4
CSC1=NC(C(Cl)(Cl)Cl)N=C(c2ccc(C)cc2)N1 (centres undefined)	-22	0.2	-6	0.5	1	0	-5	-85*	3
Cc1ccc(C)n1-c1ccc(C(=O)Nc2ccccc2)cc1	-5	1.9	-5	0.2	0	1	2	0	-8
N/C(COc1cccc(Cl)c1)=N\O	0	1.1	-5	1.3	8	3	3	2	7
CCC(C)NC(=O)CNC(=O)c1nn(-c2ccc(OC)cc2OC)c(=O)c2ccccc12 (centres undefined)	8	-0.3	-2	-0.8	-6	2	-7	-4	-1
CN1C(=O)C(CC(=O)Nc2ccc(F)cc2)N(Cc2cccs2)C1=S (centres undefined)	/	/	-17	1.1	-6	6	-7	-9	/
C=CCN(c1ccc(C(=O)Nc2ccc3c(c2)n(C)c(=O)n3C)cc1)S(C)(=O)=O	4	0.3	-15	0.4	-9	0	1	-10	-4
CCOC(=O)c1cnc2c(C)cc(C)cc2c1Nc1cccc(C(=O)O)c1	/	-1.8	/	-1.2	14	-2	1	-12	-4
Cc1nn(C(C)(C)C)c(N)c1-c1ccccc1	-12	-1.2	15	-1.8	16	2	-2	3	-5
O=C(Cn1cnc2ccccc2c1=O)Nc1ccc2c(c1)CCC2	11	0.6	-11	-0.5	14	2	5	-5	-6
O=C(Nc1cccc2ccccc12)c1cn(-c2ccccc2)nc1-c1cccs1	5	-0.7	-3	0.2	1	6	0	13	10
Cc1cc2nc(/C(C#N)=C/c3ccncc3)[nH]c2cc1C	36*	2.0	-7	2.5	-4	4	-3	/	-9
O=C1CC(O)(C(F)(F)F)Oc2c1ccc1ccccc21 (centres undefined)	2	2.9	-13	5.2	6	20	4	12	-5
CS(=O)(=O)N(CC(=O)NCCSCc1ccccc1)c1ccccc1F	3	-0.4	6	0.0	-6	5	4	6	2
N#CC1=C(N)OC2=C(CCc3ccccc32)C1c1ccccc1Cl (centres undefined)	-5	1.2	-22	0.3	4	2	1	25	2
O=C(CCNC(=O)c1ccc([N+](=O)[O-])cc1)NNC(=O)c1ccncc1	9	0.2	8	0.7	-6	1	-9	-14	2
COc1ccnc2c1c(=O)n(Cc1ccc(Cl)cc1)c(=O)n2C	-3	-0.3	11	-0.3	-3	3	-7	3	-7
O=C1NC2(CCCCCC2)Cc2ccccc21	10	-1.1	-7	0.3	7	-4	5	28	11
Cc1nc(SCC(=O)Nc2ccc3c(c2)OCO3)c(C#N)c2c1CCCC2	25	0.1	-3	0.2	-7	2	6	-7	9
COCCNC(=O)C(c1ccc(C)cc1)N(C(=O)CCC(=O)Nc1ccccn1)C1CCCC1 (centres undefined)	-15	-0.3	/	1.9	-2	0	-4	-2	2
CC(O)CNCCCCOc1ccc(OCc2ccccc2)cc1 (centres undefined)	-8	0.9	-3	2.3	0	28	-12	-26	5
CC(=O)Nc1nc(C2CC2)cc(-c2ccccc2)c1C#N	-5	0.2	-38	0.6	4	2	-1	-19	-1
O=C(CN1C(=O)COc2ccccc21)N1CCc2ccccc21	-5	0.4	-14	0.4	-4	1	5	-6	-2
Cc1ccccc1Cn1c(=O)n(Cc2ccco2)c(=O)c2sc3ccccc3c21	/	-0.3	/	0.4	-5	2	2	15	3
Cc1ccc(C(=O)N2CCN(Cc3ccccc3)CC2)o1	-14	50*	4	0.4	-2	0	-2	3	-18
CN(c1ccccc1)S(=O)(=O)c1ccc(Cl)c(C(=O)OCC(N)=O)c1	-14	0.2	12	-0.1	0	6	4	-8	-5
CCc1ccc(C(=O)c2cn(CC(=O)Nc3ccc(OC)cc3)c3cc4c(cc3c2=O)OCO4)cc1	/	1.4	/	0.4	13	1	-2	-9	0
COc1cccc(NC(=O)N2CCCC2C(=O)NCc2ccccc2F)c1 (centres undefined)	6	-0.1	-13	-0.9	20	1	-5	-2	10
COc1ccc(CCNC(=O)c2nonc2N)cc1OC	7	0.4	-8	-0.2	12	2	-4	2	-1
O=C(Nc1cccc(Cl)c1)N1CCN(c2ncccn2)CC1	-7	0.3	4	0.6	-6	4	6	4	0
Cc1ccc(-n2cc3ccc([N+](=O)[O-])cc3n2)cc1	0	1.4	-16	-0.3	-10	1	-3	-17	-10
O=C(COc1ccccc1[N+](=O)[O-])N1CCC(c2nc3ccccc3o2)CC1	/	-0.6	-25	-0.1	4	-2	0	-4	-3
COc1ccc(N2CCN(CC(=O)NCc3ccccc3)CC2)cc1	-13	0.4	-3	0.4	6	2	-1	-7	3
CCOCCCNC(=O)C1CCN(S(=O)(=O)N(CC(C)C)CC(C)C)CC1	-2	-1.5	0	-1.1	6	9	-7	-6	-9
CCN(CC(=O)Nc1c(F)cccc1F)C(=O)c1ccc(N2CCCC2)c([N+](=O)[O-])c1	31*	0.3	1	-0.2	5	8	-10	-11	8
COC(=O)C1=C(C)NC(=S)NC1c1ccc(OCC(=O)N2CC(C)OC(C)C2)c(OC)c1 (centres undefined)	-10	0.4	-5	3.3	0	5	-6	12	-2
CCN(CC)S(=O)(=O)c1nnc(NC(=O)COc2ccc(C)cc2)s1	/	0.3	13	0.6	-1	1	-1	-4	8
COc1ccc(OCc2cc(C(=O)N3CCCN(C(C)=O)CC3)no2)c(Cl)c1	-7	-0.2	-3	0.0	-2	1	7	-8	-4
CC(=O)c1c(C)[nH]c(C(=O)OCC(=O)Nc2c(C)cccc2C)c1C	-33	-0.7	0	0.4	6	8	-10	-27	-4
CC1(CC(=O)N/N=C/c2ccc(OCc3ccc(Cl)cc3Cl)cc2)OCCCO1	15	-0.1	-4	0.4	-6	4	-8	-31*	-5
O=S(=O)(NCCO)c1cccc2cccnc12	9	0.6	/	0.3	2	1	-3	-4	3
CCC(C)Nc1nc(OCC(F)(F)F)nc(OCC(F)(F)F)n1 (centres undefined)	-6	0.0	-22	0.3	-3	0	8	-3	7
Cc1cc(C)cc(N(CC(=O)NC(C)(C)C)C(=O)CNC(=O)c2cccs2)c1	0	0.2	-10	-0.6	0	7	3	-3	11

3 compounds from above, reduced to D1 agonist:
Compound | D1 agonist
COc1ccc(CCNC(=O)c2nonc2N)cc1OC | 2
CC(=O)c1c(C)[nH]c(C(=O)OCC(=O)Nc2c(C)cccc2C)c1C | 8
COC(=O)C1=C(C)NC(=S)NC1c1ccc(OCC(=O)N2CC(C)OC(C)C2)c(OC)c1 (centres undefined) | 5

(further entries)
SMILES	D2 antagonist	D2 agonist	RXFP1 antagonist	TRHR ag	TRHR PAM	D1 agonist	D1 potentiator	D1 antag	D2 PAM
C[n+]1ccccc1/C=C/c1ccccc1Cl	-7	-1.0	-4	0.7	-1	4	-4	-3	1
CC(=O)Cn1ncc(N2CCCCC2)c(Cl)c1=O	5	1.0	-3	0.0	7	2	11	3	1
CC12C=CC3(O1)C(C(=O)N1CCCOC13)C2C(=O)O (centres undefined)	-9	1.9	-3	1.3	15	2	-3	5	6
Cc1ccc(S(=O)(=O)/N=S(\C)C(C)C)cc1 (centres undefined)	2	2.1	-4	0.1	-2	1	-2	12	0
COc1cc2nc(COc3ccc(C#N)cc3)n(CC#N)c(=O)c2cc1OC	-2	-1.7	-11	-0.6	0	3	-3	-2	7
COCCCNC(=S)N/N=C/c1ccc(O)cc1O	8	-0.5	-19	0.0	-4	3	-6	-3	2
Oc1ccccc1C1C=C(c2ccc3c(c2)OCO3)NC(c2ccc(F)c(Br)c2)N1 (centres undefined)	/	/	/	-0.2	-3	10	6	3	/
Cc1ccc2nc(Cl)c(/C=N/Nc3nc(C)cc(C)n3)c(=O)n2c1	8	-0.5	/	-0.1	0	0	-4	-27	-1
COc1ccccc1-c1cc2nc(C)c(CCC(=O)Nc3cc(C)ccc3C)c(C)n2n1	/	-0.7	/	-0.1	-9	1	-4	-7	-3
O=C(COC(=O)c1cncc(Br)c1)NCc1ccco1	-9	0.1	0	-0.9	9	-1	2	18	2
C=CCn1c(SCC(=O)N(CCOC)c2c(N)n(CC(C)C)c(=O)[nH]c2=O)nc2ccccc21	-3	1.0	16	0.1	-4	2	-4	3	-3
CCOC(Cn1cc(C)c(=O)[nH]c1=O)OCC	10	-0.3	2	-1.3	3	1	7	3	-1
COc1ccc(CN2CCN(c3ccc(F)cc3)CC2)c(OC)c1OC	33*	7.7	/	-0.7	8	17	-7	-21	-31
CC(C)(C)OC(=O)N1CCC(c2c(C(=O)N3CCOCC3)cnn2-c2cccc(F)c2)CC1	/	0.8	-19	1.3	18	2	-7	6	-8
Cc1occc1-c1nnc(SCC(=O)Nc2ccccc2N2CCCCC2)n1C	9	0.3	2	0.2	-13	1	-4	5	-6
CNC[C@H](CC1CCCCC1)NC[C@H](Cc1ccccc1)NCCC12CC3CC(CC(C3)C1)C2	-4	0.1	/	1.3	7	32*	4	8	3
CCn1c(=O)c(=O)n(CC)c2cc(S(=O)(=O)Nc3ccc(C)cc3)ccc21	14	-0.1	5&3	0.5&-2.3	6&-8	1&0	5&-1	12&2	1&11
COc1cccc(/C=C/C(=O)N(C)CC(=O)Nc2ccc(Cl)c(C(F)(F)F)c2)c1	-13	-0.6	-15	0.9	-2	8	10	4	12
COCCc1nc2ccc(C(=O)N3CCCC(CCCO)C3)cc2o1 (centres undefined)	-9	0.3	-1	1.8	21	4	1	5	4
COc1ccc2cc(C(c3nnnn3Cc3ccccc3)N3CCCCCC3)c(=O)[nH]c2c1 (centres undefined)	-1	1.2	6	0.5	2	2	-3	-15	1
COc1ccc(NC(=O)CCNC(=O)c2ccco2)c(OC)c1	8	0.2	10	-0.3	-2	2	2	5	9
CC(C)CN(C(=O)COC(=O)/C=C/c1ccc(Cl)c(Cl)c1)c1c(N)n(Cc2ccccc2)c(=O)[nH]c1=O	-3	-0.2	-7	-0.1	2	2	-3	-9	5
CCOC(=O)C1(Cc2cccc(Cl)c2)CCCN(C(=O)c2cnn(CC)c2)C1 (centres undefined)	9	0.3	8	0.0	-2	1	-4	-38*	4

Arranged by the number under D2 antagonist (ascending): some entries from above
| compound | D2 antagonist | RXFP1 antagonist | TRHR ag | TRHR PAM | D1 agonist | D1 potentiator | D1 antag | D2 PAM |
| --- | --- | --- | --- | --- | --- | --- | --- | --- |
| COc1cccc(/C=C/C(=O)N(C)CC(=O)Nc2ccc(Cl)c(C(F)(F)F)c2)c1 | -13 | -15 | 0.9 | -2 | 8 | 10 | 4 | 12 |
| Cc1cc(C)cc(N(CC(=O)NC(C)(C)C)C(=O)CNC(=O)c2cccs2)c1 | 0 | -10 | -0.6 | 0 | 7 | 3 | -3 | 11 |
| O=C(Cn1cnc2ccccc2c1=O)Nc1ccc2c(c1)CCC2 | 11 | -11 | -0.5 | 14 | 2 | 5 | -5 | -6 |

Reprinted at random: 2 entries already listed, in no set order.
SMILES	D2 antagonist	D2 agonist	RXFP1 antagonist	TRHR ag	TRHR PAM	D1 agonist	D1 potentiator	D1 antag	D2 PAM
COc1ccc(NC(=O)CCNC(=O)c2ccco2)c(OC)c1	8	0.2	10	-0.3	-2	2	2	5	9
COCCc1nc2ccc(C(=O)N3CCCC(CCCO)C3)cc2o1 (centres undefined)	-9	0.3	-1	1.8	21	4	1	5	4
